Compound activity from PubChem BioAssay.
HSP90 inh: HSP90 refolding inhibition in rabbit reticulocyte lysate; luciferase refolding luminescence, 3 h; inhibition, % at 5.6 µM; 0.91% of 290,000 active;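 active = inhibition above the screen-wide mean plus 3 SD, computed separately per campaign, cut at about 16% in these data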;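 note: 0% = DMSO wells and 100% = 60 µM geldanamycin wells; inhibitors lower the luminescence because luciferase stays unfolded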
PolyA inhibitor: yeast polyadenylation inhibition; S. cerevisiae SKY197-pL101 polyadenylation reporter, beta-gal luminescence; efflux-impaired pdr1/pdr3 knockout yeast; score 100 = 6 SD above DMSO; calls only at 12 µM; 0.02% of 300,000 active;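 active = lowest replicate activity score at least 50, where 100 means six control SD above control mean; inconclusive = lowest score under 50 but half or more replicates reach 50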;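 note: yeast exposed to compound for 9 h at 30 °C; higher score means more reporter readthrough which indicates perturbed polyadenylation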
GSK3beta inhib: inhibitors of human GSK3beta kinase; activity score (negative = inhibition), % at 10 µM; P49841; AID 2097; 0.038% of 300,000 active; GST-GSK3beta kinase, ADP-Glo luminescence, 60 min; active compounds read low;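 active = more than half of replicate wells score below -50%, meaning over 50% inhibition versus plate controls; inconclusive = some replicates but at most half score below -50%; inactive = no replicate scores below -50%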;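 note: 0% = median DMSO wells and -100% = median GW8510 positive control wells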
Target sequence (P49841 whole entry, looked up): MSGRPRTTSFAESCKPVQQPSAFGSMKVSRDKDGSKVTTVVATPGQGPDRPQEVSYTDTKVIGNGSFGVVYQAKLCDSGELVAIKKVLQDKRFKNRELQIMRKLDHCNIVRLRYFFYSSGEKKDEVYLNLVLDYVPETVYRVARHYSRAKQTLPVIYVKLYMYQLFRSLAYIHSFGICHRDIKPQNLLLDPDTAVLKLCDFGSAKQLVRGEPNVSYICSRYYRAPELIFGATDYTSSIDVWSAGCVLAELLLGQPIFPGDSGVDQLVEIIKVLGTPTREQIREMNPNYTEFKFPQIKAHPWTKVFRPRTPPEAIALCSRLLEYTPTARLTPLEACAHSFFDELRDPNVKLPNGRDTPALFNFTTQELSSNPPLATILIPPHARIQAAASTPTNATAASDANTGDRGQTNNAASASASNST
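Assay system: GST-tagged human GSK3beta kinase, cell-free; Input: 1.6 ng GSK3beta; Medium: Tris/MgCl2 kinase buffer; Timing: 60 min enzyme reaction, room temperature; Signal: ADP-Glo luminescence quantifying ADP generated by kinase; Evaluation: score relative to plate controls; Benchmarks: DMSO neutral wells and GW8510 at 20 µM as positive.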
HSF1 activator: increases HSF-1 driven luciferase reporter signal. NIH3T3-HGL HSF-1 luciferase reporter, MG132, 8 h; 100% = twice DMSO control signal. activation, % at 9 µM. 1.7% of 300,000 active. AID 504408;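 active = mean replicate activation of at least 50% with a set share of replicates each reaching 50%; inconclusive = only one of those two conditions met; inactive = mean below 50% and too few replicates reaching it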;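 note: 0% = median of the neutral control wells and 100% = twice that signal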
GSK3 alpha inh: inhibitors of human GSK-3 alpha kinase; ADP-Glo luminescence, 60 min; inhibition, % at 10 µM; 0.1% of 320,000 active; AID 2650;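 in the data active = inhibition above about 50%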;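 note: GST-tagged GSK-3 alpha with peptide substrate and 25 µM ATP; 0% = DMSO neutral wells and 100% = GW8510 positive control wells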
Target sequence (P49840 whole entry, looked up): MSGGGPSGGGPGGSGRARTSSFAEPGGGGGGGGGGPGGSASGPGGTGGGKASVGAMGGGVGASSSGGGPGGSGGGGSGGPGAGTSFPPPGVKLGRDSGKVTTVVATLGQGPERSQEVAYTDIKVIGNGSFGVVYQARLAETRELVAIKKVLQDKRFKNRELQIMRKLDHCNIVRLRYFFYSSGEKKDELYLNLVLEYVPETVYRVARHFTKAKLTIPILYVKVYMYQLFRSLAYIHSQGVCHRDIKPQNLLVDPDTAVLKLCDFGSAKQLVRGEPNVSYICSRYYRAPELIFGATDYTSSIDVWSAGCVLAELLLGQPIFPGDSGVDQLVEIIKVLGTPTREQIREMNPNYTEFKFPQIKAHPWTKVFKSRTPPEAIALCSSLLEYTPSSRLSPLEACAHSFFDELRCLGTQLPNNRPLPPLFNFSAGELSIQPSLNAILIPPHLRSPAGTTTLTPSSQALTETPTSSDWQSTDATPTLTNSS
HDAC3 inh: human HDAC3 inhibition. recombinant HDAC3, fluorogenic peptide/trypsin coupled, fluorescence. inhibition, % at 8.3 µM. 0.15% of 320,000 active. AID 2718; in the data active = inhibition above about 26%, passing the limit was not always enough; inconclusive = no clear call, values can overlap the other calls
Platelet DG rel: modulates dense granule release in human platelets; 0.22% of 300,000 active; AID 1663; inhibition, %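 (compounds screened at 7.5 µM in platelet-rich plasma)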; human platelet-rich plasma, SFLLRN dense granule ATP release, luminescence;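 active = mean replicate score, as percent of positive control, at or above 50; inconclusive = mean below 50 but at least one replicate at or above 50; inactive = mean and every replicate below 50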
DYRK1A inh: Dyrk1A (rat) kinase inhibition; 0.43% of 310,000 active; ADP-Glo luminescence, NFATc1 peptide; AID 504441; inhibition, % at 12.5 µM; in the data active = inhibition above about 50%;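 note: plate controls were vehicle with enzyme for no effect and no enzyme for full effect; many of its hits are not listed in these tables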
HSF1 inh: HSF1 inhibition; 0.77% of 300,000 active; AID 2098; activity change, negative = inhibition, % at 7.5 µM (by protocol); NIH3T3-HGL HSE-luciferase, MG132-induced, luminescence 8 h; active compounds read low;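 active = more than half of replicate wells show activity change below -50%, luminescence cut by over half; inconclusive = some wells, but at most half, below -50%; inactive = no replicate well below -50%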;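 note: luciferase reports HSF-1 transcriptional activity via heat shock element; 0% = median of DMSO wells and -100% = zero luminescence signal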
AI-2 QS modul: modulators of Vibrio harveyi AI-2 quorum sensing system | AID 2094 | activity change, % at 7.5 µM | Vibrio harveyi JMH597 AI-2 luminescence/OD600 ratio, 9 h; active compounds read low; strain lacks LuxN and CqsS sensors; 0 = neutral-control median | 0.4% of 300,000 active; in the data active = activity change below about -75%, passing the limit was not always enough; inconclusive = no clear call, values can overlap the other calls;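 note: luminescence divided by OD600 gain over 9 h not by final OD600 alone; inactives centre near 13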
Active calls of the source: *; i = inactive; ? = inconclusive; . = not tested or not shown.

SMILES	HSP90 inh	PolyA inhibitor	GSK3beta inhib	HSF1 activator	GSK3 alpha inh	HDAC3 inh	Platelet DG rel	DYRK1A inh	HSF1 inh	AI-2 QS modul
C[C@H](NC(=O)[C@@H]1Cc2ccccc2CN1C(=O)OC(C)(C)C)C(=O)NCC1CCCO1 (some centres undefined)	-7	i	2	6	-2	-2	-7	-3	2	10
O=S(=O)(Nc1ccc(Cc2ccncc2)cc1)c1cccs1	3	i	3	-20	-1	2	7	0	-2	9
COc1ccc(CCNC(=O)c2cc([N+](=O)[O-])ccc2N2CCOCC2)cc1	.	i	-3	6	-3	3	3	4	-8	-3
Cc1nc(SCC(=O)c2ccc(Cl)cc2)c([N+](=O)[O-])[nH]1	-3	i	2	5	-1	7	-8	0	4	7
C=CCNC(=O)c1ccc2nc(Cc3ccc(OC)cc3)oc2c1	6	i	0	78*	-2	2	-5	.	63	9
CN(C)CCOC(=O)C12CC3(C)CC(C)(CC(C)(C3)C1)C2	-3	i	-2	.	-2	-2	-4	4	.	8
Nc1ncn(CC(=O)c2ccccc2)n1	2	i	2	-12	-3	-6	0	-2	-3	20
COc1c(Cl)cc(C(=O)NN)cc1Cl	-4	i	1	-7	0	-4	6	2	1	30
COc1ccc(C(=O)N(Cc2ccccc2)Cc2cc3cc4c(cc3[nH]c2=O)OCCO4)cc1	2	i	-2	-13	1	3	1	2	-11	2
Cc1ccc(N2CC(O)Cn3c2nc2c3c(=O)n(C)c(=O)n2C)cc1 (centres undefined)	0	i	-2	5	-1	1	7	3	7	19
CCOC(=O)c1cc(=O)n2c(nc3ccccc32)[nH]1	.	i	-1	19	-4	-58	9	5	1	28
Cc1ccc(C(C(=O)NC2CCCCC2)N(CC2CCCO2)C(=O)CCCC(=O)Nc2ccccn2)cc1 (centres undefined)	0	i	1	-14	1	-1	-6	-2	-1	15
Nc1c(Cl)cc2c(c1Oc1ccccc1)C(=O)c1ccccc1C2=O	1	i	1	10	-2	-2	-8	.	8	15
Cn1cccc1C(=O)NCC(c1ccc(F)cc1)N1CCOCC1 (centres undefined)	-4	i	1	-12	-2	9	5	.	0	11
Cc1cc(Cl)c(S(=O)(=O)NCc2ccccc2)cc1OCC(N)=O	1	i	4	11	0	1	10	3	7	13
CN(C)C(=C(C#N)C#N)N1CCN(c2ccc(Cl)c(Cl)c2)CC1	-6	i	-1	.	0	-1	-5	0	2	14
COC(=O)CSc1nc(C)c(C(C)=O)cc1C#N	0	i	2	-4	1	-1	-10	-2	-6	7
CC1Cc2cc(/C(O)=C3/C(=O)C(=O)N(CCCn4ccnc4)C3c3ccncc3)ccc2O1 (centres undefined)	-2	i	0	-18	-3	0	-5	1	-10	22
O=C1N(CC(=O)N2CCc3ccccc32)CCN1Cc1ccc(Cl)cc1	3	i	0	34	0	3	-8	-2	11	12
Cc1ccc(S(=O)(=O)N(CC(=O)NCC2CCCO2)c2cccc([N+](=O)[O-])c2)cc1 (centres undefined)	1	i	2	-9	1	-1	1	-7	-7	14
Cn1cc(Br)c(C(=O)NC(=S)Nc2ccc(S(N)(=O)=O)cc2)n1	2	i	-1	0	0	5	2	7	1	16
COc1ccc(NC(=S)Nc2ccc(S(N)(=O)=O)cc2)c(OC)c1	0	i	1	5	-1	-7	0	3	-6	29
Clc1ccc(C2[C@H]3CN(Cc4cccnc4)[C@H](c4ccccc4)C34CC2(c2cccnc2)C4)cn1 (some centres undefined)	.	i	-1	18	-2	6	-1	9	3	1
C=CCn1c(=N)c(S(=O)(=O)c2ccc(C)c(C)c2)cc2c(=O)n3ccccc3nc21	0	i	1	8	1	-1	4	-7	-3	19
COc1cccc(OCc2cc(/C=N/n3cncn3)ccc2OC)c1	1	i	-2	-12	1	3	4	-3	-7	8
COc1ccc(-c2csc(NC(=O)CC(C)C)n2)cc1	-2	i	.	16	1	-5	-1	.	20	.
O=C(CCCn1c(=S)[nH]c2ccccc2c1=O)NC1CCCCC1	-3	i	-1	-2	-1	3	-2	-3	-8	5
Cc1onc(-c2ccccc2Cl)c1C(=O)O/N=C(\N)c1ccc([N+](=O)[O-])o1	6	i	1	19	0	0	2	-2	21	?
COC(=O)c1c(NC(=O)c2ccco2)sc2c1CCC2	3	i	-2	31	13	-3	-4	4	20	26
CCOC(=O)Cn1cnc2c(nnn2-c2ccc(OC)cc2)c1=O	-2	i	-1	-33	6	-3	-8	7	-22	13
O=C(CSC1=NS(=O)(=O)c2ccccc2N1)Nc1nccs1	.	i	-3	9	2	2	2	-2	-1	13
O=C(CCN1C(=O)COc2ccccc21)NCCC1=CCCCC1	1	i	0	4	-4	3	6	-1	7	33
Cc1cc(C)c(C#N)c(SCC(=O)Nc2ccc(S(=O)(=O)Nc3onc(C)c3C)cc2)n1	-6	i	3	0	-4	-4	26	2	0	23
C/C(CC1CC(C)OC1=O)=N\NC(N)=S (centres undefined)	2	i	0	-7	1	3	0	-5	-10	13
CCN(CC)CC(=O)N1N=C(c2cccs2)CC1c1ccco1 (centres undefined)	3	i	1	17	25	2	1	1	2	5
CC(Oc1ccc2ccc(=O)oc2c1)C(=O)NCC1CCC(C(=O)O)CC1 (centres undefined)	-1	i	-3	-5	1	-8	-8	7	0	1

Exported with values under each structure: part of the list above.
Order of values: HSP90 inh	PolyA inhibitor	GSK3beta inhib	HSF1 activator	GSK3 alpha inh	HDAC3 inh	Platelet DG rel	DYRK1A inh	HSF1 inh	AI-2 QS modul
> CCOC(=O)Cn1cnc2c(nnn2-c2ccc(OC)cc2)c1=O
→ -2	i	-1	-33	6	-3	-8	7	-22	13
> O=C(CSC1=NS(=O)(=O)c2ccccc2N1)Nc1nccs1
→ .	i	-3	9	2	2	2	-2	-1	13
> O=C(CCN1C(=O)COc2ccccc21)NCCC1=CCCCC1
→ 1	i	0	4	-4	3	6	-1	7	33
> Cc1cc(C)c(C#N)c(SCC(=O)Nc2ccc(S(=O)(=O)Nc3onc(C)c3C)cc2)n1
→ -6	i	3	0	-4	-4	26	2	0	23
> C/C(CC1CC(C)OC1=O)=N\NC(N)=S (centres undefined)
→ 2	i	0	-7	1	3	0	-5	-10	13

Further compounds follow:
SMILES	HSP90 inh	PolyA inhibitor	GSK3beta inhib	HSF1 activator	GSK3 alpha inh	HDAC3 inh	Platelet DG rel	DYRK1A inh	HSF1 inh	AI-2 QS modul
COc1ccc(-n2nc([N+](=O)[O-])c(=NCCc3ccc(C)cc3)n2O)cc1	-5	i	1	16	1	-4	7	7	2	38
CC(NC(=O)CCc1nnc(-c2ccc(-c3ccccc3)cc2)o1)c1nccs1 (centres undefined)	0	i	-11	-17	2	-2	10	-5	-14	19
CCOC(=O)c1oc2ccccc2c1NC(=O)c1ccc(S(=O)(=O)N(C)C)cc1	3	i	1	3	-6	3	2	-15	4	5
COc1ccc(CCNC(=O)c2cc(=O)c3cc(C)ccc3o2)cc1	-1	i	2	-4	0	0	10	0	3	15
O=S(=O)(NNc1cccc(Cl)n1)c1ccc(Cl)cc1	0	i	0	2	.	.	-5	0	-1	12
COc1ccc(-c2cc(C(=O)OCc3ccccn3)c3ccccc3n2)cc1	0	i	3	22	-2	-6	-1	5	6	8
CCn1c(-c2ccccc2)csc1=Nc1ccc(O)cc1	-4	i	-2	15	-1	8	0	2	-7	-26
COc1ccc(NC(=O)C2CCCN2C(=O)NCc2ccccc2)c(OC)c1 (centres undefined)	-1	i	-3	3	0	-5	1	5	-7	30
CO/N=C/c1cccn1-c1nccc(OC)c1C#N	1	i	2	-1	-6	-7	0	-2	-1	11
Cc1ccc(N2C(=O)SC(N(CC(=O)O)c3ccc(C)cc3)C2=O)cc1 (centres undefined)	2	.	-1	96*	-4	3	0	-4	41	33
NS(=O)(=O)c1ccc(CCNC(=O)/C=C/c2ccc([N+](=O)[O-])cc2)cc1	0	i	1	1	0	10	2	3	-1	24

Exported with two lines to a compound: 5 of the compounds above.
Under each structure: HSP90 inh | PolyA inhibitor | GSK3beta inhib | HSF1 activator | GSK3 alpha inh | HDAC3 inh | Platelet DG rel | DYRK1A inh | HSF1 inh | AI-2 QS modul
C/C(CC1CC(C)OC1=O)=N\NC(N)=S (centres undefined)
    2 | i | 0 | -7 | 1 | 3 | 0 | -5 | -10 | 13
CCN(CC)CC(=O)N1N=C(c2cccs2)CC1c1ccco1 (centres undefined)
    3 | i | 1 | 17 | 25 | 2 | 1 | 1 | 2 | 5
CC(Oc1ccc2ccc(=O)oc2c1)C(=O)NCC1CCC(C(=O)O)CC1 (centres undefined)
    -1 | i | -3 | -5 | 1 | -8 | -8 | 7 | 0 | 1
COc1ccc(-n2nc([N+](=O)[O-])c(=NCCc3ccc(C)cc3)n2O)cc1
    -5 | i | 1 | 16 | 1 | -4 | 7 | 7 | 2 | 38
CC(NC(=O)CCc1nnc(-c2ccc(-c3ccccc3)cc2)o1)c1nccs1 (centres undefined)
    0 | i | -11 | -17 | 2 | -2 | 10 | -5 | -14 | 19

A portion of the library; rates above refer to the full screens.
